PP5 inh: inhibitors of human protein phosphatase 5 (PP5) | purified PP5c, OMFP substrate fluorescence | inhibition, % at 6.7 µM | 0.18% of 320,000 active | P53041 | AID 1987;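 active = inhibition above the campaign's mean inhibition across all tested compounds plus 3 SD, cut at about 9.5% in these data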;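 also: 0% = DMSO only and 100% = 100 µM cantharidin control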
GASC-1 inh: inhibitors of human GASC-1 (JMJD2C) demethylase | inhibition, % at 2.35 µM | AID 2099 | 0.069% of 330,000 active | Q9H3R0 | GST-JMJD2C(1-420) H3K9me3 demethylation, DELFIA europium;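 active = more than half of a compound's replicate wells show inhibition beyond 50%, single wells judged on their own value; inconclusive = some, but no more than half, of replicates pass 50% inhibition; inactive = no replicate passes 50% inhibition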;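 also: signal counts dimethyl H3K9 product captured on neutravidin plate; 0% = median of DMSO wells and 100% = 0.3 times that DMSO median; strong numbers were not always called active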
Target sequence (Q9H3R0 1-420 limits assumed): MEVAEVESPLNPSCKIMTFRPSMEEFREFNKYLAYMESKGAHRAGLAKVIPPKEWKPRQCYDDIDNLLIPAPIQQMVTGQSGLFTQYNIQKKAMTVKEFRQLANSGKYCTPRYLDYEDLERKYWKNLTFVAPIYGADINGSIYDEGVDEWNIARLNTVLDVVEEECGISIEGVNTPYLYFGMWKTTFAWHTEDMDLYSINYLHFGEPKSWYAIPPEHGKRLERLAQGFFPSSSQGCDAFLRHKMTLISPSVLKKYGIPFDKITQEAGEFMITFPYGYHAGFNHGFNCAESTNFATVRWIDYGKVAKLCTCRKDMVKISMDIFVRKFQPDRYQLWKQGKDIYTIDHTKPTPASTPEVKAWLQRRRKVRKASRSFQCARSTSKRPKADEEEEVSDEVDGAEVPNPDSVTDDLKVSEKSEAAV
Fh CTSL1 inh: counter-screen for PFM18AAP inhibitors: inhibitors of F. hepatica cathepsin L1. 0.49% of 300,000 active. recombinant F. hepatica cathepsin L1, Z-Leu-Arg-MCA fluorescence. inhibition, % at 5.96 µM;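 active = inhibition above the mean of all tested compounds plus 3 SD, set per screening campaign, cut at about 17% in these data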;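 also: 0% = plate median of test compound wells and 100% = 1 µM Z-Phe-Ala-diazomethylketone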
PP1 inh: counter-screen for PP5 inhibitors: inhibitors of human PP1-alpha; purified PP1alpha, OMFP fluorescence; P62136; AID 2235; 0.9% of 320,000 active; inhibition, % at 6.7 µM;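 active = inhibition above the mean inhibition of all tested compounds plus 3 SD, computed separately for each screening campaign, cut at about 15% in these data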
Yeast superoxide: yeast age-related superoxide inhibition as caloric restriction mimetic; S. cerevisiae aged cells, superoxide DHE fluorescence; stronger effect = lower value; superoxide response (% of plate mean), % at 10 µM; 0.18% of 330,000 active;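 active = superoxide response under a set limit, about three screen SD below normal, cut at about 65% in these data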;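 also: yeast aged for seven days with compound at 30 °C before DHE staining; 100% = average MFI of all compound-treated wells on the plate with controls excluded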
EBNA-1 inhibitor: blocks EBNA-1 binding to DNA; EBNA-1 DNA binding, fluorescence polarization; inhibition, % at 14.8 µM; 0.34% of 300,000 active; in the data active = inhibition above about 28%
TPT1 inh: blocks Candida albicans tRNA 2'-phosphotransferase; inhibition, % at 5 µM; 0.81% of 300,000 active; recombinant caTPT1, FP RNA substrate dephosphorylation;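 active = inhibition above the mean of all tested compounds plus 3 SD, set per screening campaign, cut at about 24% in these data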;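 also: plate controls were DMSO alone for no effect and ferristatin control at 100 nM for full effect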
core dimer inh: HCV core protein dimerization inhibition; TR-FRET GST/Flag-core106 dimerization, 1536-well; 0.33% of 300,000 active; inhibition, % at 5 µM;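 active = inhibition above the mean of all tested compounds plus 3 SD, set per screening campaign, cut at about 45% in these data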
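test system = GST/Flag-tagged HCV core106 proteins | probe or stimulus = Eu donor and XL665 acceptor anti-tag antibodies | times = compound-protein-antibody incubation 4 h at 22.5 °C | signal = TR-FRET, excitation 340 nm, emission 617 and 671 nm | measure = percent inhibition of core106 dimerization signal | controls = wells lacking GST-core106 and wells with excess unlabelled core106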
ZTA DNA inh: counter-screen for EBNA-1 inhibitors: inhibitors of Epstein-Barr virus ZTA. ZTA-DNA binding, fluorescence polarization. inhibition, % at 11 µM. 0.15% of 320,000 active. AID 2234; in the data active = inhibition above about 33%
Target sequence (P03206 whole entry, looked up): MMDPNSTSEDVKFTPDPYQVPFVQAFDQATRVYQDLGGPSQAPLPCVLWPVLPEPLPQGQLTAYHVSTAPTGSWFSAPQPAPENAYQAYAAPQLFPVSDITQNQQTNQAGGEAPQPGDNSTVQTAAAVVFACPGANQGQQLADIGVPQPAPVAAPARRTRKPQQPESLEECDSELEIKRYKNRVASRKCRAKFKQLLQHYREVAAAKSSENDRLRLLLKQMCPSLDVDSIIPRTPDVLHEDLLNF
* marks the source's active call; other numbers are inactive results; ? = inconclusive; . = no result given.

canonical_smiles	TPT1 inh	ZTA DNA inh	EBNA-1 inhibitor	Yeast superoxide	PP1 inh	core dimer inh	PP5 inh	Fh CTSL1 inh	GASC-1 inh
C=C(c1ccc(O)cc1)c1ccc(O)cc1	-2	-7	-8	102	-1	1	3.0	-5	8
CCCn1ncc(CN2CCC(n3nccc3NC(=O)c3ccccc3Cl)CC2)c1C	0	-8	-1	108	0	-9	2.5	-3	1
O=C(CN1C(=O)CCSc2ccccc21)NC1CCCCC1	-1	15	8	130	-5	8	-2.9	-1	-29
CCOc1cccc(CN2CCC(n3nccc3NC(=O)C3CC3)CC2)c1O	1	-3	1	86	-3	-3	1.3	-1	15
COc1ccc(OCCOC(=O)CNC(=O)c2cccc(C)c2)cc1	-1	-7	-7	110	4	-1	-1.9	-2	1
CCS(=O)(=O)n1nc(-c2cccnc2)nc1NCc1ccc(F)cc1	-1	2	2	92	-1	3	1.4	2	-6
Cc1cc(Cn2nnnc2-c2ccncc2)cc(C)c1O	1	17	15	97	2	-5	-1.0	-1	7
O=C1CCC(C(=O)N2CCN(c3ccc(F)cc3)CC2)CN1CC1CCCCC1 (configuration not stated)	0	-13	-2	89	1	2	1.5	-3	-19
CS(=O)(=O)N1CCN(C(=O)c2ccccc2F)CC1	-4	-20	-8	110	-1	-4	2.9	6	.
Fc1ccc(N2Cc3ccsc3C=N2)cc1	-1	-14	-6	97	0	-5	1.1	0	-21
COc1ccc(N2CCN(CCCNC(=O)c3ccc(CS(=O)(=O)c4ccc(OC)cc4)o3)CC2)cc1	0	10	6	84	1	5	1.6	-4	-7
O=C(Nc1nc2c(s1)CCCC2)c1cc2n(n1)C(C(F)(F)F)CC(C1CC1)N2 (configuration not stated)	3	-24	-20	120	1	5	4.5	-2	1
C(=N\Nc1nncn1/N=C/c1ccco1)/c1ccco1	-2	-4	3	102	-5	0	-1.3	0	-2
CC1=C(C(=O)Nc2ccc(F)cc2)C(c2ccncc2)C2=C(CCCC2=O)N1 (configuration not stated)	3	2	5	104	-4	-2	-1.9	5	-7
CCOc1ccccc1NC(=O)CN(C)S(=O)(=O)c1ccc2[nH]c(=O)oc2c1	-2	4	5	97	2	8	3.4	1	-3
Cc1cc(Oc2nnnn2-c2ccccc2)ccc1Cl	-2	-4	7	104	1	5	1.7	1	2
CCC1=NC(c2ccccc2Cl)N(O)C1(C)C (configuration not stated)	-1	-1	-2	95	-3	-2	-0.8	-4	1
O=C(COc1ccc2ccccc2c1)NNC(=O)c1cccs1	-7	-5	5	113	-2	-11	-2.6	-10	3
Cc1ccc(N2CCN(C(=S)Nc3ccccc3)CC2)cc1	-1	22	0	97	-1	1	0.3	-1	-3
O=C(COC(=O)COc1ccccc1[N+](=O)[O-])Nc1cccc(Br)c1	0	-10	-14	73	-4	-3	2.7	-22	-15
CCn1cc(C(=O)N[C@H](C(=O)NCCO)C(C)C)c(=O)c2cc3c(cc21)OCO3	-1	6	4	105	-2	1	-1.0	3	-5
COc1cc(OC)cc(C(=O)N(Cc2cc3cc(C)ccc3[nH]c2=O)C(C)C)c1	4	-5	4	109	-2	0	0.1	8	16
CCN(CC)CCNS(=O)(=O)c1ccc2c3c(cccc13)C(=O)N2	2	5	14	94	-4	7	-0.1	2	-6
Nc1nc(SCC(=O)Nc2cccc(S(=O)(=O)N3CCCCCC3)c2)n[nH]1	-3	13	4	93	3	6	3.2	-15	1
COc1ccc(CCC(=O)NCC(c2ccco2)N2CCc3ccccc32)cc1 (configuration not stated)	-1	1	4	96	1	-1	0.5	2	25
Cc1ccc(C)c(S(=O)(=O)N2CCN(C(=O)[C@@H](NC(=O)c3ccc(F)cc3)C(C)C)CC2)c1	.	9	.	76	0	.	0.3	.	-1
CCOC(=O)C(NC(=O)c1ccccc1)=C1C=C(C)OC(C)=C1	2	12	2	88	-1	1	-3.6	7	24
CCCn1c(C(C)C)n[nH]c1=S	-3	9	-11	76	-5	0	-1.0	-2	2
O=c1[nH]c(NCCO)nnc1Cc1ccc(Cl)cc1	-3	-6	0	94	2	-7	2.1	0	?
COc1ccc(C2C(C(=O)Nc3cccc(OC)c3)c3ccccc3C(=O)N2C)cc1 (configuration not stated)	-5	5	3	108	-3	0	-0.4	6	8
O=C(COC(=O)c1ccc2ccccc2n1)c1ccc(F)cc1	4	-1	-2	123	-2	0	0.2	4	-3
Cc1c(O)ccc2c3c(c(=O)oc12)CCCC3	-6	4	3	89	-3	4	0.7	4	3
O=C(CC1C(=O)NCCN1C(=S)Nc1ccccc1)Nc1ccc2c(c1)OCCO2 (configuration not stated)	-2	-17	-2	95	1	-3	0.7	-1	-8
Cc1ccc(C)c(N2CCN(S(=O)(=O)c3ccc4c(c3)NC(=O)CC(=O)N4)CC2)c1	-1	9	-2	101	1	3	4.7	2	-6
COC(=O)C1=C(CSc2nncn2C)NC(=O)NC1c1ccc(F)cc1 (configuration not stated)	-1	-20	-4	85	-1	-2	4.3	3	18
c1ccc(CN2CCN(c3nc(-c4ccccc4)nc4ccccc34)CC2)cc1	2	-2	0	109	0	9	1.6	0	-61
O=C1CN(C(=O)c2cc(F)cc(F)c2)c2ccccc2N1	-4	-9	9	90	1	-17	3.2	1	1
Cc1cccc(NC(=O)c2ccc(N3CCCCC3)c([N+](=O)[O-])c2)n1	1	-15	13	101	2	0	2.9	-8	-1
O=S(=O)(Cc1ccccc1)Nc1ccccc1Br	-3	1	7	99	1	-1	1.1	1	9
O=C(c1ccc(CSc2ccc(Cl)cc2)cc1)N1CCCC1	0	-3	-8	97	-3	2	3.1	0	5
CCNc1nc(Cl)nc(-c2cn(-c3ccccc3)c3ccccc23)n1	-3	4	-3	101	0	8	2.2	-2	-3
NS(=O)(=O)c1ccc(NC(=O)C2(c3ccccc3)CCCC2)cc1	-2	10	1	94	0	2	2.8	0	-2
Cc1cccc(C)c1NC(=O)CN(C)C(=O)C1CC(=O)N(c2cccc3ccccc23)C1 (configuration not stated)	.	-2	.	114	0	.	1.1	.	.
Nn1c(-c2cccs2)nc2sc3c(c2c1=O)CCCC3	5	-2	-2	113	4	9	5.6	3	2
C=CCNc1sc(C(=O)c2ccccc2)c(N)c1-c1nc2ccccc2s1	12	-4	-14	92	12	26	6.5	6	0
COc1ccc(NC(=O)C(c2ccccc2)N2CCN(c3ccccn3)CC2)cc1Cl (configuration not stated)	1	2	3	116	0	16	3.8	-4	1
COc1ccccc1NC(=O)Nc1nc(CC(=O)NCc2cccnc2)cs1	0	-10	0	85	-3	-9	3.1	3	-21
CCOC(=O)C1(Cc2ccccc2)CCN(Cc2cc(=O)c3ccccc3[nH]2)CC1	0	6	-7	99	-3	8	3.4	2	-4

Profiles as entered above.
Entry for `Cc1c(O)ccc2c3c(c(=O)oc12)CCCC3` = TPT1 inh = -6; ZTA DNA inh = 4; EBNA-1 inhibitor = 3; Yeast superoxide = 89; PP1 inh = -3; core dimer inh = 4; PP5 inh = 0.7; Fh CTSL1 inh = 4; GASC-1 inh = 3
Entry for `O=C(Nc1nc2c(s1)CCCC2)c1cc2n(n1)C(C(F)(F)F)CC(C1CC1)N2` (configuration not stated) = TPT1 inh = 3; ZTA DNA inh = -24; EBNA-1 inhibitor = -20; Yeast superoxide = 120; PP1 inh = 1; core dimer inh = 5; PP5 inh = 4.5; Fh CTSL1 inh = -2; GASC-1 inh = 1
Entry for `Cc1ccc(C)c(N2CCN(S(=O)(=O)c3ccc4c(c3)NC(=O)CC(=O)N4)CC2)c1` = TPT1 inh = -1; ZTA DNA inh = 9; EBNA-1 inhibitor = -2; Yeast superoxide = 101; PP1 inh = 1; core dimer inh = 3; PP5 inh = 4.7; Fh CTSL1 inh = 2; GASC-1 inh = -6

The results go on:
canonical_smiles	TPT1 inh	ZTA DNA inh	EBNA-1 inhibitor	Yeast superoxide	PP1 inh	core dimer inh	PP5 inh	Fh CTSL1 inh	GASC-1 inh
CN(C)C(CNC(=O)c1coc2ccccc2c1=O)c1ccccc1 (configuration not stated)	0	-7	-20	114	1	-2	-4.8	-4	-10
COc1ccc(C(=O)Nc2cccc3c2CCCC3)c(OC)c1	-3	-1	7	99	8	1	1.2	-3	.
COc1cccc(NC(=O)[C@H](CC(C)C)NC(=O)N2CCn3c2nc2ccccc23)c1	0	22	-1	89	-3	10	2.2	2	-1
COc1ccc(/C=C(/C#N)C(=O)Nc2cccc([N+](=O)[O-])c2)cc1C(=O)O	1	0	-4	110	2	8	3.2	5	.
CC1=CC2=NC(=O)/C(=C\c3cc(C)n(-c4ccc(F)cc4)c3C)C(=N)N2O1	3	1	18	93	-2	12	2.4	7	5
O=C1CSC(=S)N1N1C(=O)c2cccc([N+](=O)[O-])c2C1=O	-1	-16	-8	90	-6	0	2.6	0	-5
O=C(Nc1ccc2nc(-c3cccs3)[nH]c2c1)c1cccs1	0	-12	-6	91	-7	-6	0.6	17*	-8
O=C(CSc1nnc(CNC(=O)c2ccccc2)o1)NCc1ccccc1Cl	-1	5	2	96	-5	-4	1.3	1	-2
O=C(COC(=O)c1ccc2ccccc2n1)NCc1ccccc1	-4	-11	-3	123	-2	-3	1.4	6	-4
CCO[C@@H]1OC(C(=O)NCc2nc3ccccc3[nH]2)=C[C@H](c2ccccc2)[C@H]1CCCO	0	-6	-1	102	-1	-6	4.4	1	2
CC(=O)OC(C(=O)N1CCOCC1)c1c(F)cccc1F (configuration not stated)	-2	-13	-5	99	-3	2	0.7	-25	1
CC/C(=N\NC(=O)c1ccncc1)C12CC3CC(CC(C3)C1)C2	0	5	-5	90	-2	-9	0.7	0	15

Screening results (PubChem)

This is a random part of the collection; 3.1% or so of the library scored in one or more.
